# High-throughput results (PubChem)
# BLM helicase inh: qHTS Assay for Inhibitors of Bloom's syndrome helicase (BLM) | hit rate 0.2% among 350,000 | AID 2528, 2010 | recombinant BLM DNA unwinding, fluorescence dequenching | Potency, µM (doses to about 56.1 µM), for the others: at the highest dose activity change, negative = inhibition, usual class: inhibitors;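 note: potency is the fitted concentration of half-maximal effect; plate controls were vehicle for no effect and no enzyme for full effect; nearly all actives have a fitted effect of over 35% in size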
# Pol beta inh: qHTS Assay for Inhibitors of DNA Polymerase Beta; Pol beta primer extension/strand displacement, fluorescence kinetic; Potency, µM (series often up to 114 µM), for the others: at the highest dose activity change, negative = inhibition, usual class: inhibitors; hit rate 1.3% among 340,000; note: potency is the fitted concentration of half-maximal effect; % is set by controls: 0 for no effect and ±100 for the full control effect
#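 Human Pol beta at 10 nM; strand-displacement substrate 50 nM final. Compound exposure 15 min at room temperature before start, reaction 10 min at room temperature.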
# TRHR agonist: qHTS for Small Molecule Agonists and Allosteric Enhancers of Human TRH Receptor: Primary Screen for Agonists | Thyrotropin-releasing hormone receptor (Homo sapiens), P34981 | TRHR cells, calcium flux fluo-8, FDSS agonist mode | activation, % at 2 µM | hit rate 0.18% among 360,000 | AID 493084, 2011; in the data active = activation above about 30%; note: 0% is about no effect
#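 TRHR-expressing cells, plated overnight in medium with 10% serum, were loaded with fluo-8 calcium dye at room temperature. After a 10 s baseline, library compound was pin-added and calcium release was recorded kinetically (ex 480/em 530) as agonist response.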
# Pol iota inh: qHTS for Inhibitors of Polymerase Iota; DNA polymerase iota (Homo sapiens), Q9UNA4; Pol iota fluorescent replication assay, 10 min; Potency, µM (titrated, usually from 115 µM), without a hit: at the top dose activity, negative = inhibition, actives largely listed as inhibitors; hit rate 1% among 390,000; AID 588590, 2011; note: potency is the fitted concentration of half-maximal effect
#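 Pol iota at 10 nM preincubated 15 min with compounds at room temperature; reaction started with fluorescent substrate, 50 nM final. Fluorescence read kinetically at 0 and 10 min; buffer-only wells as negative control.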
# Pol kappa inh: qHTS for Inhibitors of Polymerase Kappa | hit rate 0.53% among 400,000 | DNA polymerase kappa (Homo sapiens), Q9UBT6 | Potency, µM (doses to about 107 µM), for inactives: top-dose activity, negative = inhibition, most hits filed as inhibitors | purified Pol kappa, fluorescent DNA synthesis assay, 10 min; note: potency is the fitted concentration of half-maximal effect; % is set by controls: 0 for no effect and ±100 for the full control effect
#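 Pol kappa 10 nM + cpd, 15 min RT; start w/ substrate 50 nM final; fluorescence kinetic read, 0 and 10 min. Neg ctrl: buffer, no enzyme.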
# ALOX12 inh: Primary qHTS assay for inhibitors of human arachidonate 12S-lipoxygenase (ALOX12): Round 2; hit rate 1.1% among 580,000; Potency, µM (top dose mostly 108 µM), for the others: top-dose activity change, negative = inhibition, hits mostly inhibitors; purified 12hLO, xylenol orange hydroperoxide absorbance; AID 1671190, 2021; Polyunsaturated fatty acid lipoxygenase ALOX12 (Homo sapiens), P18054; note: potency is the fitted concentration of half-maximal effect; % is set by controls: 0 for no effect and ±100 for the full control effect
# Target sequence (P18054 whole entry, looked up): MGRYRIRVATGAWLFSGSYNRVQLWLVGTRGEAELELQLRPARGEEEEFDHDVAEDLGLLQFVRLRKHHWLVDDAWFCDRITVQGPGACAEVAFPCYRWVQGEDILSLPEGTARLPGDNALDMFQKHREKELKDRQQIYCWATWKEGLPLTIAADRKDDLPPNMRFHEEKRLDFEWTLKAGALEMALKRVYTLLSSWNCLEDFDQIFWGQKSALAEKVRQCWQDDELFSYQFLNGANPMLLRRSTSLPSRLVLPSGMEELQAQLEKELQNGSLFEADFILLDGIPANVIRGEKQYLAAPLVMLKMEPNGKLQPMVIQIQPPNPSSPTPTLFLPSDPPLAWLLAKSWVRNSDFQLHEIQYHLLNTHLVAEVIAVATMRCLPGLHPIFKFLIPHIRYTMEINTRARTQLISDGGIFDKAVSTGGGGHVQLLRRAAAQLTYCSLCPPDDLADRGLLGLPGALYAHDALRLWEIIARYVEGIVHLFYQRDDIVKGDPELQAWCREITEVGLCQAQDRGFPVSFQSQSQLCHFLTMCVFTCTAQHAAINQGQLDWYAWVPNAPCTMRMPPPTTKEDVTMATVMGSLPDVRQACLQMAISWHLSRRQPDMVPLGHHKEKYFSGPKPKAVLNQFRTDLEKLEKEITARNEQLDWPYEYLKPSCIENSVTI
#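 Purified human 12hLO at 150 nM in 25 mM Hepes, 0.01% Triton X-100, pH 7.0, preincubated 15 min at room temperature with compound. Reaction started with 40 uM arachidonic acid, 30 min at room temperature. Hydroperoxide measured by Fe-xylenol orange, 573/405 nm absorbance ratio.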
# Anesthetic bind: qHTS Assay for Identification of Novel General Anesthetics | Ferritin light chain (Equus caballus), P02791 | apoferritin/1-aminoanthracene competitive binding, fluorescence | Potency, µM (top dose mostly 77.5 µM), without a hit: at the highest dose activity change, negative = displacement, hits mostly inhibitors | hit rate 0.074% among 350,000; note: potency is the fitted concentration of half-maximal effect; % is set by controls: 0 for no effect and ±100 for the full control effect; nearly all actives have a fitted effect of over 20% in size
# Target sequence (P02791 2-175 limits assumed): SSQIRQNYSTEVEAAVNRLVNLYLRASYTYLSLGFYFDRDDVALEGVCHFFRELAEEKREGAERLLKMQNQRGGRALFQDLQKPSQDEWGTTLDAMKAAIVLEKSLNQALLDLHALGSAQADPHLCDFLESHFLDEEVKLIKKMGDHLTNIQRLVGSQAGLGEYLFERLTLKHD
#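 Steps: apoferritin (10 uM) was premixed with half-saturated 1-AMA in PBS, compounds were pin-transferred, plates stood 10 min at room temperature, fluorescence was read at 380/535 nm, and curves were fitted with a Hill equation.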
# APE1 inh: qHTS Assay for Inhibitors of the Human Apurinic/apyrimidinic Endonuclease 1 (APE1). hit rate 0.35% among 350,000. DNA repair nuclease/redox regulator APEX1 (Homo sapiens), P27695. Potency, µM (doses to about 65.8 µM), for inactives: at the top dose activity change, negative = inhibition, hits mostly inhibitors. recombinant APE1, TAMRA/BHQ-2 abasic DNA cleavage fluorescence;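 note: potency is the fitted concentration of half-maximal effect; plate controls were vehicle for no effect and reference inhibitor for full effect; nearly all actives have a fitted effect of over 55% in size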
#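 Kinetic fluorescence read (525 ex/598 em nm, three reads 60 s apart) of AP-site incision; signal = third minus first read. Enzyme 0.75 nM, dual-labelled THF duplex 50 nM, compound preincubation 15 min RT.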
# ERG-DNA inh: qHTS for Small Molecule Inhibitors of the ERG Ets/DNA interaction; Transcriptional regulator ERG (Homo sapiens), P11308; fluorescence polarization, His-ERG Ets domain / labelled DNA; Potency, µM (top dose mostly 76.9 µM), for the others: at the highest dose FP activity, negative = inhibition, hits mostly inhibitors; hit rate 0.028% among 370,000; AID 624246, 2012; active = well fitted inhibition curve with a large enough effect in the polarisation, with a control signal flat; inconclusive = small, poorly fitted or top-dose-only effect, or effect the other way, or a change in a side signal; inactive = no such curve, though single readings can be large or run the other way; the % refers to the polarisation;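 note: polarization taken with two DNA probes labelled with fluorescein and Texas red; potency is the fitted concentration of half-maximal effect; % of control where 0% means no effect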
#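 His-tagged ERG Ets domain (1 uM in the protein solution; 300mM KCl, 50mM Tris-HCl, 1mM EDTA, 1mM DTT, pH 7.5) received compound, then a probe mix of 5 nM fluorescein-DNA and 100nM Texas-615-DNA. Fluorescence polarization was read for both dyes.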
# * hit, by the source's call; ? = inconclusive; / = no result given; & = joins results of further samples; [ ] = remark or other dose. Unless noted, calls come from the whole dose curve; as a rule, active = well fitted curve in the direction sought with a large enough effect; inconclusive = small, poorly fitted or top-dose-only effect, or another doubt; inactive = no such curve, though single readings can be large; an effect the other way counts as inactive or inconclusive. A portion of the library (hit frequency here may not be typical).
SMILES,BLM helicase inh,Pol beta inh,TRHR agonist,Pol iota inh,Pol kappa inh,ALOX12 inh,Anesthetic bind,APE1 inh,ERG-DNA inh
CCCCCCC(=O)N(O)C1CC(=O)N(c2ccccc2)C1=O (stereo not drawn),1%,-20%,-1.2,/,/,/,-21%,-9%,/
Cc1ccc(NS(=O)(=O)c2ccc3[nH]c4c(c3c2)CCCCCC4)cc1,-15%,-6%,-0.4,25%,-9%[60.1 µM],?,?,/,-1%
COc1ccc(S(=O)(=O)CCC(=O)NCCc2ccc(Cl)cc2)cc1,1%,1%,0.1,-8%[58.9 µM],-21%,4%,-8%,1%,-6%
O=S(=O)(/N=C(/Nc1ccc(Cl)c(S(=O)(=O)Nc2ccccc2Cl)c1)c1ccc(F)cc1)c1ccccc1,-19%,2%,-0.5,-6%&-11%,-17%&-7%,-32%&-5%,-22%,16%,1%&4%
COc1ccc(-n2c(SCC(=O)N3CCN(c4ccccc4)CC3)nc3c(c2=O)SCC3)cc1,-8%,7%,-0.1,-8%,-12%,11%,55%[activator],-2%,10%
CN(C(=O)COC(=O)c1cc(-c2ccc(Cl)s2)nc2ccccc12)C1CCS(=O)(=O)C1 (stereo not drawn),-5%,0%,0.8,2%,6%,-7%,-8%,-11%,-4%
CC(NC(=O)c1ccc(C(C)(C)C)cc1)C(c1cccs1)N1CCOCC1 (stereo not drawn),-8%,3%,-0.8,10%,-13%,448%[activator],-3%,13%,16%
CCC(CC)c1nnc(NC(=O)c2ccc3c(c2)OCO3)s1,-3%,-7%,0.1,23%,-5%,11%,-10%,24%,2%
O=C(Nc1ncc(Cc2cccc(Cl)c2)s1)c1cccs1,-11%,81%,1.3,-8%,-7%,8%,?,-2%,1%
N=c1nc(-c2ccccc2)ccn1O,-7%,15%,0.4,15%,-2%,0%&42%,-7%,1%,7%
O=C(NCCCN1CCN(c2ccccc2F)CC1)c1nnc(Cc2ccc(Cl)cc2Cl)o1,-7%,-14%,-0.1,25%,-17%,2%,-18%,/,-2%
O=C(NCc1ccc2c(c1)OCO2)C1CC(c2ccc(Cl)c(Cl)c2)=NO1 (stereo not drawn),1%,9%,-0.1,-5%,-11%,0%,-16%,0%,0%
CCCc1cc(=O)[nH]c(SCC(=O)NCCC2=CCCCC2)n1,0%,11%,-0.1,112%[activator],-4%,-9%,-13%,0%,6%
COc1ccc(C(=O)/C=C/NCc2ccc(F)cc2)cc1OC,-1%,-2%,-1.3,10%,-19%,?,-23%,1%,-2%
Fc1ccc(Cn2cccc2C2=NC(c3ccccc3)CO2)cc1 (stereo not drawn),-2%,-19%,-0.5,7%,-12%,-15%,1%,-3%,-6%
Cc1ccccc1Nc1c([N+](=O)[O-])ccc2c1=NC1(CCCCC1)N=2,-4%,25%,-0.6,24%,2%,22%,-17%,-4%,-8%
O=C(Nc1ccc(Br)cc1)C1CCCN(C2=NS(=O)(=O)c3ccccc32)C1 (stereo not drawn),/,/,0.6,6%,-23%,?,/,9%,-3%
Cc1cc(C)nc(-n2ncc3c2CCCC3=O)n1,-5%,46%,0.2,0%,-19%,11%,-4%,?,-2%
C#CCOCCOCCOCCNc1nc(N2CCN(C(=O)Cn3cc(CCO)nn3)CC2)nc(N2CCN(C(=O)[C@H]([C@@H](C)O)n3cc(CCCCN)nn3)CC2)n1,4%,2%,0.2,-7%,4%,?,-3%,?,-6%
Cc1ccccc1NC(=O)CCC(=O)N/N=C/c1ccncc1,-10%,30%,3.0,0%,0%,25%,-6%,0%,1%
O=C(Nc1cnn(Cc2ccc(F)cc2)c1)c1cnn2c(C(F)F)cc(-c3ccccc3)nc12,-3%,5%,0.1,12%&38%,-9%&8%,-26%,-11%,0%,-1%
Cc1nnc(SCC(=O)NC2CCCCC2)s1,2%,8%,0.5,?,?,0%,-9%,1%,3%
CCCCC1(Br)C(=O)N(c2ccccc2)N(c2ccccc2)C1=O,/,/,-1.0,-8%,-24%,-42%,/,19%,15%
CCCCc1nnc(NC(=O)Cc2ccc(S(=O)(=O)N3CCOCC3)s2)s1,/,/,-0.1,?,-17%,16%,/,-1%,-2%
COCCN(C(=O)c1cc2c(s1)CCCCC2)c1c(N)n(CC(C)C)c(=O)[nH]c1=O,/,/,0.0,11%,11%,8%,/,-2%,5%
SMILES,BLM helicase inh,Pol beta inh,TRHR agonist,Pol iota inh,Pol kappa inh,ALOX12 inh,Anesthetic bind,APE1 inh,ERG-DNA inh
COCCCN1C(=O)C(=O)/C(=C(/O)c2ccc(S(=O)(=O)N3CCCCC3)cc2)C1c1ccc(F)cc1 (stereo not drawn),-1%,21%,0.0,?,-15%,-7%,-4%,-4%,3%
O=C(NCCN1CCOCC1)C1CC(=O)N(c2ccc(F)c(Cl)c2)C1 (stereo not drawn),2%,-15%,0.4,25%,6%,12%,3%,14%,1%
CCOC(=O)c1oc2cccc(O)c2c1C,-4%,-2%,-0.4,15%,-26%,?,-8%,-9%,-1%
COc1ccc(-c2c(C(F)(F)F)nn(C)c2NC(=O)c2ccco2)cc1,-4%,29%,-0.6,27%,-5%,0%,-2%,1%,-7%
O=C(COC(=O)c1ccc[nH]c1=O)NC1CCCCCCC1,-1%,1%,0.1,101%[activator],-11%,-3%,-14%,1%,-4%
CC(C)(C)OC(=O)C[C@H]1C/C=C\C[C@@H](CC(=O)N[C@H](CO)Cc2ccccc2)C(=O)N2CCC[C@H]2COC1=O,/,/,/,-7%,6%,3%,/,23%,-5%
CCOC(=O)N1CCc2c(sc(NCc3ccc(N(C)C)cc3)c2C(=O)Nc2ccccc2OCC)C1,-6%,-2%,-0.6,37%[activator],-23%[60.1 µM],?,-8%,/,-5%
COc1ccc(/C=C2\N=C3CCCCCN3C2=O)cc1,0%,28%,-1.0,69%[activator],-7%,-5%,-23%,2%,1%
C/C(=N\NC(=O)CNc1cccc2ccccc12)c1ccccc1,-5%,4%,0.9,29%,1%,-21%,-22%,2%,9%
Clc1ccc(N=c2ssnc2Cl)nc1,-5%,-1%,0.0,17%,-9%,?,-7%,8%,?
CCN(CC)S(=O)(=O)c1ccc(/C=C/C(=O)OCC(=O)Nc2cccnc2Cl)cc1,/,/,-1.7,-14%,-3%,4%,/,-18%,0%
Cc1cccc(Oc2ccccc2NC(=O)CN2C(=O)NC3(CCCC3)C2=O)c1,/,/,0.0,40%[activator],-2%,-6%,/,-6%,-2%
O=C(c1ccsc1)N1CCCC(Nc2ccc(F)c(F)c2)C1 (stereo not drawn),0%,8%,-0.3,11%,-1%,2%,-11%,-8%,7%
Cc1ccc2c(c1)c1c(c(=O)n(-c3ccccc3C)c(=O)n1Cc1ccccc1F)n2C,0%,18%,0.4,5%,5%,-13%,-23%,/,-1%
CCOc1ccc(NC(=O)COC(=O)CNC(=O)c2ccc(-c3ccccc3)cc2)cc1,/,/,0.1,-13%,-38%,22%,/,21%,2%
COc1cc(C(=O)Nc2nc(-c3ccc(F)cc3)cs2)ccc1OCC(=O)N1CCOCC1,-1%,23%,0.6,?,-13%[60.1 µM],-13%,1%,-1%,11%
CCCCC(CC)CO (stereo not drawn),/,/,/,?,-14%,-3%,/,28%&0%,2%
CCOc1cc2[nH]c(=S)n(Cc3ccc(C)o3)c(=O)c2cc1OCC,0%,2%,-0.3,2%,-6%,-5%,-12%,-1%,8%
CCn1nnnc1SCC(=O)NCc1ccco1,-4%,-2%,0.4,2%,-20%,-1%,-8%,2%,-17%
CCCCC(c1nnnn1CC1CCCO1)N1CCN(c2cc(Cl)ccc2C)CC1 (stereo not drawn),-9%,-10%,-0.5,-12%,-8%,?,-6%,-8%,-3%
COc1ccc(OCCCC(=O)OCC(=O)NNC(=O)c2ccc([N+](=O)[O-])cc2)cc1,/,/,-0.8,-17%,-31%,10%,/,12%,4%
CNC(=O)NC(=O)CSc1ncc(C(F)(F)F)cc1Cl,-2%,46%,-0.2,29%,-3%,0%,-5%,10%,0%
O=C(C[n+]1ccc(CCSc2ccc(F)cc2)cc1)c1ccccc1,3%,19%,1.5,50%[activator],-30%,/,-6%,10%,9%
COc1ccc([N+](=O)[O-])cc1N(CC1CO1)S(=O)(=O)c1ccc(C)cc1 (stereo not drawn),-6%,1%,0.2,10%,-7%,-9%,-18%,2%,5%
CN1CCN(c2ccc(CNS(=O)(=O)c3cccc(F)c3)cc2)CC1,-1%,?,0.1,24%,1%,-9%,17%,2%,6%
COc1ccc(-c2nsc(NC(=O)c3oc4ccc(Cl)cc4c3C)n2)cc1,-1%,39%,1.0,0%,3%,-1%,0%,/,-4%
CC(=O)Nc1cccc(OCCCOc2cccc([N+](=O)[O-])c2)c1,/,/,/,18%,-4%,7%,/,/,7%

# In the list so far, these contain a tert-butyl group:
SMILES,BLM helicase inh,Pol beta inh,TRHR agonist,Pol iota inh,Pol kappa inh,ALOX12 inh,Anesthetic bind,APE1 inh,ERG-DNA inh
CC(NC(=O)c1ccc(C(C)(C)C)cc1)C(c1cccs1)N1CCOCC1 (stereo not drawn),-8%,3%,-0.8,10%,-13%,448%[activator],-3%,13%,16%
CC(C)(C)OC(=O)C[C@H]1C/C=C\C[C@@H](CC(=O)N[C@H](CO)Cc2ccccc2)C(=O)N2CCC[C@H]2COC1=O,/,/,/,-7%,6%,3%,/,23%,-5%
